Screens from PubChem BioAssay.
HepG2 tox – counter-screen for TGF-b inhibitors: cytotoxicity in HepG2 cells. HepG2 CAGA-GFP viability, ATP luminescence, 18 h. Potency, µM (doses to about 46.1 µM), without a hit: top-dose activity change, negative = cytotoxicity, actives largely listed as cytotoxic. actives 0.76% (n = 410,000). AID 588856; further: potency means the concentration at half of the fitted maximal effect; some results filed as inactive show a strong effect at the top dose
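CellTiter-Glo luminescence gave cytotoxicity after 18 hours at 37 degrees C. The cells were HepG2 CAGA-GFP in 1% FBS DMEM, stimulated with 500 pg/mL TGF-beta after compound addition. %Activity was normalised to no-cell wells (complete cell-killing) and DMSO (no toxicity), and curves were fitted and classified.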
Nrf2 block – blocks Nrf2 signaling; A549 ARE-Fluc reporter, luciferase luminescence, 18-24 h; Potency, µM (titrated, usually from 46 µM), for the others: top-dose activity change, negative = inhibition, actives largely listed as inhibitors; actives 2.1% (n = 360,000); AID 504444; further: potency means the concentration at half of the fitted maximal effect; on the % scale 0 is the no-effect control and ±100 the full control effect; nearly all actives have a fitted effect of over 60% in size
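Two sequential reads on A549 ARE_Fluc cells exposed to compound for 18-24 h: a CellTiter-Fluor fluorescence read for viability, then a luciferase luminescence read for Nrf2/ARE activity.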
IL-2 act – activates IL-2 in a cell-based reporter assay | activation, % (series mostly up to about 46 µM) | actives 0.065% (n = 360,000) | IL-2 activation reporter assay, cell-based qHTS; stimulated with anti-CD3/CD4/CD28 beads; in transgenic mouse T cells | AID 652025; in the data active means activation above about 50%; inconclusive means mostly about 30% to 49%; further: 0% is about no effect
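Quantitative HTS in unstimulated transgenic mouse T cells, with memory T cells as non-tolerant control and PMA/ionomycin as tolerance-bypass control. Compound pretreatment lasted 60 minutes before 18 h bead stimulation; EGFP/DsRed fluorescence read.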
EPAC2 agonist – agonists of human EPAC2 (RAPGEF4) | actives 0.079% (n = 360,000) | EPAC2 activation, biochemical qHTS; response scale: 100% = 6.5 mM cAMP response | Potency, µM (top dose mostly 154 µM), without a hit: at the highest dose activation, most hits filed as activators; further: potency means the concentration at half of the fitted maximal effect; nearly all actives have a fitted effect of over 50% in size
Target sequence (Q8WZA2 whole entry, looked up): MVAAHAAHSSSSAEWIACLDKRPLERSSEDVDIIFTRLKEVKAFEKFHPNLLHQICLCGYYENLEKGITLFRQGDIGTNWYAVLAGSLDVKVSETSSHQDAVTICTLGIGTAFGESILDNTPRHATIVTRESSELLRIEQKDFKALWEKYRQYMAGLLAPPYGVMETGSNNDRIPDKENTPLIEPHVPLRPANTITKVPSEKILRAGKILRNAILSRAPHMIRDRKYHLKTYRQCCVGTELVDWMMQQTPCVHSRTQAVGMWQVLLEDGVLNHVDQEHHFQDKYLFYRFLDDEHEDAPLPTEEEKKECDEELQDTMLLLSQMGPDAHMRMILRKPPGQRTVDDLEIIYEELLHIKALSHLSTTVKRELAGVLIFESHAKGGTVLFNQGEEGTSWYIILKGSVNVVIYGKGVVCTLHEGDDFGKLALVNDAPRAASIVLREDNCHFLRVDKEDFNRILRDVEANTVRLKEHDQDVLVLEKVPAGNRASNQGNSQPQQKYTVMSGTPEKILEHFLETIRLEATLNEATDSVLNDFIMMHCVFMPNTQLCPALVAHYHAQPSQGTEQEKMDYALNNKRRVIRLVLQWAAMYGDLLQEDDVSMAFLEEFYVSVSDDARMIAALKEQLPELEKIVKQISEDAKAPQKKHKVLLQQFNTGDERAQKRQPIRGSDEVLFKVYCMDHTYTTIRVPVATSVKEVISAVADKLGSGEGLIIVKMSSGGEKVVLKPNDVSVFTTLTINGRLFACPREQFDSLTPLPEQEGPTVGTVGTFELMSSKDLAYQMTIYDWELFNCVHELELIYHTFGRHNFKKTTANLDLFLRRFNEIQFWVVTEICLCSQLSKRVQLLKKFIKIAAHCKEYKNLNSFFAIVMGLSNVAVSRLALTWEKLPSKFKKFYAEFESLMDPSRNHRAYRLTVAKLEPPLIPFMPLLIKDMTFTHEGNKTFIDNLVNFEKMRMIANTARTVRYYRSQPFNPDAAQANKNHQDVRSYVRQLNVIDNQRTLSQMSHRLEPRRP
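Compounds were titrated in qHTS against a Rap1B-BODIPY-GDP (250 nM) complex with EPAC2 (100 nM) and GDP (50 uM). BODIPY-GDP release tracked at 480/540 nm over 30 min at room temperature, normalized to 6.5 mM cAMP.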
Nrf2 ARE act – activators of Nrf2 (ARE) signaling; AREc32 ARE-luciferase reporter (MCF7-derived line), luminescence, 24 h; Potency, µM (series often up to 46.1 µM), inactives show at the highest dose activation, hits mostly activators; actives 0.31% (n = 410,000); AID 624171; further: potency means the concentration at half of the fitted maximal effect; % of control where 0% means no effect; nearly all actives have a fitted effect of over 65% in size
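For detection, Steady-Glo was added and plates sat 30 min at RT; before that, AREc32_Fluc cells grown overnight in OPTI-MEM/5% FBS had been treated with 23 nL compound for 24 hr at 37 deg C.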
TGFb SMAD3 inh – inhibitors of TGF-b signaling. HepG2 CAGA-GFP TGF-b/SMAD3 reporter, GFP fluorescence, 18 h; TGF-beta stimulated, 500 pg/mL final. actives 1.2% (n = 410,000). Potency, µM (doses to about 46.1 µM), for inactives: top-dose activity, negative = inhibition, usual class: inhibitors; further: potency means the concentration at half of the fitted maximal effect; on the % scale 0 is the no-effect control and ±100 the full control effect; nearly all actives have a fitted effect of over 65% in size
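First, reporter cells (HEPG2 CAGA-GFP) rested 2 h at 37 degrees C. Next, compounds were pinned in and TGF-beta added to 500 pg/mL final. After 18 h, GFP was imaged per cell and summed per well.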
ATXN viability – cell viability loss in ATXN counter-screen; actives 0.49% (n = 400,000); Potency, µM (doses to about 56.7 µM), usual class: cytotoxic; S2 cells (HEK-293 line with an ATXN2-luciferase reporter) viability, CellTiter-Fluor protease fluorescence, 24 h; further: potency means the concentration at half of the fitted maximal effect; nearly all actives have a fitted effect of over 40% in size
ATXN2 expr inh – reduces ATXN2 reporter expression in HEK-293 cells; HEK-293 ATXN2-luciferase reporter, luminescence, 24 h; Potency, µM (doses to about 57 µM), for the others: at the highest dose activity change, negative = inhibition, hits mostly inhibitors; actives 0.72% (n = 360,000); AID 1745845; further: potency means the concentration at half of the fitted maximal effect; on the % scale 0 is the no-effect control and ±100 the full control effect; nearly all actives have a fitted effect of over 55% in size
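ATXN2-luciferase reporter cells (luciferase flanked by upstream and downstream ATXN2 gene portions) were treated 24 h at 37 °C with compounds at up to 57 uM. SteadyGlo luminescence gave expression; GF-AFC fluorescence gave viability.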
A549 tox – kills or reduces viability of A549 cells in Nrf2 counter-screen; Potency, µM (titrated, usually from 46 µM), for inactives: top-dose activity change, negative = cytotoxicity, hits mostly inhibitors; A549 ARE-Fluc cells, CellTiter-Fluor viability, 18-24 h; actives 0.16% (n = 390,000); further: potency means the concentration at half of the fitted maximal effect; on the % scale 0 is the no-effect control and ±100 the full control effect
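A549 ARE-Fluc cells in 5% FBS OPTI-MEM, 5000 cells/well, rested 2 h then exposed to compounds in concentration-response for 18-24 h at 37 °C. Viability by CellTiter-Fluor fluorescence (Ex 405/Em 525) after 30 min; luciferase luminescence (BugLite, 15 min, RT) read afterwards.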
An asterisk follows results filed as active; i = inactive; ? = inconclusive; nt = no result given; [ ] = dose if it differs, or a comment. Unless noted, the call rests on the fitted dose curve; in most records, active means well fitted curve in the direction sought with a large enough effect; inconclusive means small, poorly fitted or top-dose-only effect, or another doubt; inactive means no such curve, though single readings can be large; an effect the other way counts as inactive or inconclusive.

SMILES	HepG2 tox	Nrf2 block	IL-2 act	EPAC2 agonist	Nrf2 ARE act	TGFb SMAD3 inh	ATXN viability	ATXN2 expr inh	A549 tox
CN(Cc1ccccc1)CC(O)COc1ccc(CNCc2ccc(Cl)s2)cc1 (stereo not given)	-59%	?	-1.2	2%	13%	13µM*	?	?	-15%
O=C(Nc1nc2ccccc2[nH]1)c1ccccc1	-35%	?	0.2	7%	?	?	i	?	-2%
CCOC(=O)NC1CCS(=O)(=O)C1 (stereo not given)	1%	0%	0.3	0%	-1.0%	-16%	i	4%	3%
CC(=O)Oc1ccc(Cn2c(C)c(C(=O)N(C)Cc3ccc(F)cc3)sc2=O)cc1	7%	nt	-0.2	5%	0.4%	-10%	i	-9%	nt
COc1ccc(C(C(=O)NCC2CCCO2)N(Cc2ccco2)C(=O)c2snc(C(N)=O)c2N)cc1OC (stereo not given)	6%	1%	-3.0	-10%	-0.2%	18%	i	-11%	-3%
C/C(=N\NC(=O)c1nnn(-c2nonc2N)c1C)c1ccc(-c2ccccc2)cc1	22%	-5%	-0.3	6%	0.2%	-1%	i	22%	0%
COc1cc(OC)cc(C(=O)Nc2ccc(S(=O)(=O)Nc3ccccn3)cc2)c1	2%	?	-0.1	3%	-0.6%	-5%	i	-7%	-10%
COc1cc(CN2CCN(C(=O)CC(C)C)CC2)cc(OC)c1OC	-2%	1%	0.0	2%	-0.7%	0%	i	1%	-6%
COc1ccc(C(=O)NCCn2cc(SCC(=O)Nc3ccc4c(c3)OCCO4)c3ccccc32)cc1OC	-37%	?	nt	nt	5.5%	-1%	?	?	-16%
Cc1cccc(CNc2ncnc3ccc(-c4ccc5c(c4)OCCO5)cc23)c1	-12%	15µM*	-0.4	12%	3.8%	?	?	?	?
CC1(C)O[C@H]2CC(=O)OC[C@]23[C@H]2CC[C@@]4(C)[C@H](c5ccoc5)OC(=O)[C@H]5O[C@]54[C@]2(C)[C@@H](O)C[C@@H]13	-2%	7%	1.0	5%	0.1%	?	i	8%	0%
COc1ccc(CN(C)C(=O)/C=C/[C@H]2O[C@@H](n3cnc4c(N)ncnc43)[C@H](O)[C@@H]2O)cc1OC	5%	nt	0.5	4%	-0.3%	2%	i	8%	nt
O=C1c2ccccc2-c2ncnc3c(N4CCOCC4)cc(N4CCOCC4)c1c23	-12%	8%	-0.9	9%	3.0%	-5%	nt	-12%	-8%
CCOC(=O)c1c(Nc2ccc(OC)cc2)nnc(-c2ccccc2)c1-c1ccccc1	-4%	?	nt	nt	-1.1%	?	i	15%	-13%
O=C(CSc1n[nH]c(-c2ccccn2)n1)Nc1ccccc1	-34%	-6%	-3.8	4%	-2.0%	?	i	?	-1%
CCn1c(SCC(=O)Nc2cc(C)on2)nc2c(c1=O)SC(C)C2 (stereo not given)	-2%	-26%	0.3	12%	2.3%	1%	i	-4%	11%
O=C1c2ccccc2[C@@H]2C[C@H]3O[C@H]3CCN12	28%	1%	0.9	5%	-0.6%	13%	i	0%	7%
Cc1ccc(N2C(=O)CS(=O)(=O)C23C(=O)N(Cc2ccccc2F)c2ccccc23)cc1Cl (stereo not given)	-8%	-29%	nt	nt	-1.2%	0%	i	5%	11%
Cc1nnc(Oc2ccccc2F)c2ccccc12	1%	?	0.9	-1%	3.4%	3%	i	0%	2%
O=C(Nc1ccc2c(c1)OCCO2)c1cccc(S(=O)(=O)N2CCCCC2)c1	0%	1%	-3.3	2%	0.5%	?	i	-5%	-3%
COc1ccc(C2=NOC(Cn3nc(C(=O)NCc4ccccc4OC)cc3-c3ccccc3)C2)cc1 (stereo not given)	-30%	-7%	-0.6	10%	0.5%	-15%	i	-17%	0%
Cc1ccc2c(c1)N(C(=O)CCC(=O)NCc1cccs1)CCO2	4%	?	nt	nt	0.7%	-11%	i	-3%	0%
COc1ccccc1OCC(=O)Nc1ccc2c(c1)OCO2	2%	12%	-4.1	5%	0.7%	-5%	i	35%[activator]	5%
CSc1ccc(S(=O)(=O)N2CCC(C(=O)NCC3CCCO3)CC2)cc1 (stereo not given)	16%	23%	-0.6	-3%	0.3%	22%	i	-16%	0%
Cc1ccc(NC(=O)/C(=C/c2ccco2)c2ccccc2)c(C)c1	7%	nt	-0.2	4%	18%	?	i	5%	0%

Of the compounds above, these contain four or more nitrogen atoms.
SMILES	HepG2 tox	Nrf2 block	IL-2 act	EPAC2 agonist	Nrf2 ARE act	TGFb SMAD3 inh	ATXN viability	ATXN2 expr inh	A549 tox
COc1ccc(C(C(=O)NCC2CCCO2)N(Cc2ccco2)C(=O)c2snc(C(N)=O)c2N)cc1OC (stereo not given)	6%	1%	-3.0	-10%	-0.2%	18%	i	-11%	-3%
C/C(=N\NC(=O)c1nnn(-c2nonc2N)c1C)c1ccc(-c2ccccc2)cc1	22%	-5%	-0.3	6%	0.2%	-1%	i	22%	0%
COc1ccc(CN(C)C(=O)/C=C/[C@H]2O[C@@H](n3cnc4c(N)ncnc43)[C@H](O)[C@@H]2O)cc1OC	5%	nt	0.5	4%	-0.3%	2%	i	8%	nt
O=C1c2ccccc2-c2ncnc3c(N4CCOCC4)cc(N4CCOCC4)c1c23	-12%	8%	-0.9	9%	3.0%	-5%	nt	-12%	-8%
O=C(CSc1n[nH]c(-c2ccccn2)n1)Nc1ccccc1	-34%	-6%	-3.8	4%	-2.0%	?	i	?	-1%
CCn1c(SCC(=O)Nc2cc(C)on2)nc2c(c1=O)SC(C)C2 (stereo not given)	-2%	-26%	0.3	12%	2.3%	1%	i	-4%	11%
COc1ccc(C2=NOC(Cn3nc(C(=O)NCc4ccccc4OC)cc3-c3ccccc3)C2)cc1 (stereo not given)	-30%	-7%	-0.6	10%	0.5%	-15%	i	-17%	0%

The list continues:
SMILES	HepG2 tox	Nrf2 block	IL-2 act	EPAC2 agonist	Nrf2 ARE act	TGFb SMAD3 inh	ATXN viability	ATXN2 expr inh	A549 tox
CCOc1ccc(C(=O)NCCS(=O)(=O)N2CCN(c3cccc(Cl)c3)CC2)cc1	2%	nt	nt	nt	-0.7%	0%	i	0%	10%
C=CCn1c[n+](CC(=O)c2ccc(Br)s2)c2ccccc21	-19%	-2%	0.3	11%	0.1%	-4%	i	-24%	-2%
CCOc1cc(CNC(=O)c2ccc(Cn3c(=O)c4cccn4c4cccnc43)cc2)ccc1OC	-15%	-6%	nt	nt	0.1%	-14%	nt	nt	1%
Cc1ccc(C)c(NC(=O)c2cc(S(=O)(=O)N3CCOCC3)cn2C)c1	-5%	-29%	-0.4	-3%	-0.9%	-5%	i	-3%	-4%
CCn1nnnc1SCC(=O)Nc1ccc2c(c1)OCO2	-2%	?	-1.5	0%	0.2%	-6%	i	47%[activator]	-2%
Cc1cc(NC(=O)NC2CC(=O)N(c3ccc4c(c3)OCCO4)C2)no1 (stereo not given)	29%	-22%	-0.1	6%	-0.3%	-2%	i	5%	-20%
CCc1ccc(CNC(=O)c2ccc(NC(=O)C3=CSCCO3)cc2)cc1	-18%	?	-2.5	-6%	1.6%	-17%	i	11%	-21%
CS(=O)(=O)c1ccc2nc(NC(=O)c3ccc(N4C(=O)CCC4=O)cc3)sc2c1	35%	?	-2.7	-7%	-0.9%	12%	i	-17%	4%
COC(=O)c1cc(-c2ccc(Br)cc2)c2c(=O)[nH]c(=O)n(C)c2n1	1%	?	0.0	6%	-0.6%	0%	i	-22%	1%
CCCN(C(=O)CCSc1ccc(F)cc1)c1c(N)n(Cc2ccccc2)c(=O)[nH]c1=O	2%	3%	-2.1	-1%	-0.5%	0%	i	-7%	-11%
COc1ccc(C)cc1NS(=O)(=O)c1cnc(N)nc1	5%	nt	nt	nt	-1.3%	6%	nt	nt	-3%
CN1/C(=C\C(=O)c2cccnc2Cl)C(C)(C)c2ccccc21	-10%	?	0.7	7%	1.9%	-15%	?	-7%	-8%
CCOC(=O)C1=C(N)Oc2ccc3ccccc3c2C1c1ccc(O)cc1 (stereo not given)	-88%	-9%	0.7	13%	14%	?	?	6%	2%
CN(C)c1cc(C(=O)N(C)c2ccccc2)ncn1	9%	nt	1.1	-4%	0.4%	9%	i	33%	nt
O=C(Nc1ccc(F)cc1)C1CCN(S(=O)(=O)c2ccc3[nH]c(=O)oc3c2)CC1	3%	-24%	-1.4	-2%	-0.4%	6%	i	-4%	1%
CCOC(=O)N1CCN(C(=O)CNC(=O)C23CC4CC(CC(C4)C2)C3)CC1	-23%	12%	-2.3	5%	-0.7%	0%	i	0%	3%
COc1cc(/C=N/NC(=O)c2c(C)nc3ccc(Cl)cn23)cc(OC)c1OC	-7%	0%	-0.6	4%	2.8%	12%	i	-13%	4%
